KCNH2 WT inh – blocks the wildtype human KCNH2 potassium channel; U2OS, BacMam KCNH2, thallium flux FluxOr; active compounds read low; hit rate 0.37% among 340,000; activity change, % at 1.84 µM; AID 720551; Q12809;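 active = maximum activity change below -70%; inconclusive = maximum activity change between -70% and -50%; inactive = maximum activity change above -50%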; note: % is set by controls: 0 for no effect and ±100 for the full control effect
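U2OS cells were transduced with wild-type KCNH2 virus (2.03 x 10^8 / mL) for 4 h at room temperature, then cultured overnight at 37 C. Thallium flux was read with FluxOr dye. Rate constants were normalized to DMSO controls.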
GALK inh – blocks human galactokinase activity. AID 1868. Potency, µM (top dose mostly 57.5 µM), for inactives: at the highest dose activity change, negative = inhibition, hits mostly inhibitors. P51570. Purified GALK, Kinase-Glo residual ATP luminescence. hit rate 0.007% among 270,000; note: potency is the fitted concentration of half-maximal effect; % is set by controls: 0 for no effect and ±100 for the full control effect
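5 nM enzyme, 35 uM ATP, 100 uM galactose, 20 mM HEPES pH8.0, 5 mM MgCl2; 1 h RT; residual ATP by Kinase-Glo Plus luminescence, qHTS format.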
ASM inhibitor – blocks human secretory acid sphingomyelinase; P17405; placental ASM, HMU-PC fluorogenic substrate, 60 min; Potency, µM (doses to about 57.5 µM), without a hit: top-dose activity change, negative = inhibition, hits mostly inhibitors; hit rate 0.006% among 340,000; note: potency is the fitted concentration of half-maximal effect
Target sequence (P17405 47-631 limits assumed): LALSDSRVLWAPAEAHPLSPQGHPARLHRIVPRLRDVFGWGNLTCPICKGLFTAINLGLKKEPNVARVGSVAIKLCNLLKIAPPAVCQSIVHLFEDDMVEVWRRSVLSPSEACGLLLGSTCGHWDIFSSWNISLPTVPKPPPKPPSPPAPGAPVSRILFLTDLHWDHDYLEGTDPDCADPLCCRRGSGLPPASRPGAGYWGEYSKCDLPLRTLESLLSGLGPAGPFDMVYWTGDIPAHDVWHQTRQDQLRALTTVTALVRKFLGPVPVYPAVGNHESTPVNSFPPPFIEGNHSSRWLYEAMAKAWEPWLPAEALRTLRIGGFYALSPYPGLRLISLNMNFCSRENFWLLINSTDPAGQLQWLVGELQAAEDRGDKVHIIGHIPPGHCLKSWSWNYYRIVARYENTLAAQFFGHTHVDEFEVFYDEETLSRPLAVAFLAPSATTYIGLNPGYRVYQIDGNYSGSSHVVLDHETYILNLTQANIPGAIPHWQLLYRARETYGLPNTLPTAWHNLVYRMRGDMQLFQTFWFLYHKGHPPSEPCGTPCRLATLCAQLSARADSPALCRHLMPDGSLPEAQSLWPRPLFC
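Fluorescence read-out (Ex 386 nm, Em 447 nm) after stopping the reaction at pH 10. Enzyme: ASM from human placenta; substrate HMU-PC0, 9 uM final; 60 min, 37 °C. Compound preincubation 10 min, ambient temperature.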
TRPV1 ag – activates the human vanilloid receptor TRPV1 | activation, % at 8.33 µM | TRPV1-expressing cells, Fluo-8 calcium influx, agonist mode | hit rate 0.19% among 320,000 | Q8NER1; in the data active = activation above about 80%; inconclusive = between about 30% and that limit; note: 0% is about no effect
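Fluo-8 calcium influx in TRPV1-expressing cells, kinetic read (ex 480/em 520 nm). Compound added and read 3 min for agonist activity, followed by capsaicin at EC20 final and 2 min further read for enhancement.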
Coupling enz – inhibits coupling enzyme system, counter-screen for aldolase hits; coupling enzyme system counterscreen, AmpLite Red fluorescence; activity change, negative = inhibition, % at 58.2 µM, hits read low; hit rate 0.67% among 290,000; in the data active = activity change below about -30%; note: % is set by controls: 0 for no effect and ±100 for the full control effect
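Activity here indicates interference with the coupling reaction, not aldolase inhibition. Compounds at 57.5 uM final met coupling enzymes for 10 min at RT; substrate and AmpLite Red detection followed, with a 525/598 nm fluorescence read after 20 min.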
A-T KAP1 phos – potential ataxia-telangiectasia treatment; Potency, µM (top dose mostly 57.5 µM), without a hit: top-dose activation, actives largely listed as activators; hit rate 0.19% among 320,000; […] A-T fibroblasts, KAP-1 phosphorylation AlphaLISA; neocarzinostatin DNA damage 30 min before lysis; note: potency is the fitted concentration of half-maximal effect; % of control where 0% means no effect; nearly all actives have a fitted effect of over 45% in size
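ATM-like activity read as KAP-1 phosphorylation via AlphaLISA donor/acceptor antibody pairs after lysis and 6 hr at 25C. Cells were ATM-null patient fibroblasts ([…], hTERT), dosed 60 min, then exposed to the DSB inducer NCS for 30 min.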
KCNH2 3.1 block – blocks the human KCNH2 3.1 channel isoform | U2OS KCNH2 3.1, thallium flux FluxOr; active compounds read low | activity change, % (tested at about 1.8 µM) | hit rate 0.95% among 340,000 | AID 720553;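 active = maximum activity change below -70%; inconclusive = maximum activity change from -70% to -50%; inactive = maximum activity change above -50%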;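 note: thallium influx rate constant from kinetic fluorescence after stimulation buffer; % is set by controls: 0 for no effect and ±100 for the full control effect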
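Channel expression came from 3.1 mutant virus (1.77 x 10^8 /mL) applied to suspended U2OS cells for 4 h. Flux was tracked with FluxOr dye plus Red40 quencher, and kinetic rate constants normalized to controls.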
MBNL1 CUG block – blocks human MBNL1 binding to CUG repeat RNA | AID 2675 | TR-FRET MBNL1-His/biotin-(CUG)12 binding, 665/545 ratio | Q9NR56 | hit rate 0.036% among 280,000 | Potency, µM (titrated, usually from 57.5 µM), for inactives: at the highest dose activity change, negative = inhibition, most hits filed as inhibitors; active = well fitted inhibition curve with a large enough effect in the signal ratio, with a control signal flat, not every such curve was filed as active; inconclusive = small, poorly fitted or top-dose-only effect, or effect the other way, or a change in a side signal; inactive = no such curve, though single readings can be large or run the other way; the % refers to the signal ratio; note: potency is the fitted concentration of half-maximal effect; % is set by controls: 0 for no effect and ±100 for the full control effect
Target sequence (Q9NR56 whole entry, looked up): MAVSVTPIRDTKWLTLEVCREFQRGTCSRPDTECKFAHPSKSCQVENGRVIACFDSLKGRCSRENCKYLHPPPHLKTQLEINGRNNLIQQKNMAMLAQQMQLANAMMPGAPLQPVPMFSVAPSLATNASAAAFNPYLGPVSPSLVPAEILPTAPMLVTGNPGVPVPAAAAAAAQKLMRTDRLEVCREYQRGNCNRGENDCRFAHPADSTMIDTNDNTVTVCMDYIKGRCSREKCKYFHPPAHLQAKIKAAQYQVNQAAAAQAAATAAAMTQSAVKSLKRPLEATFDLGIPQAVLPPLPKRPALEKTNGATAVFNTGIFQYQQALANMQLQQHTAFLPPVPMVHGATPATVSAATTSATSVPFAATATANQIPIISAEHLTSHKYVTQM
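His-tagged MBNL1 binding to biotinylated (CUG)12 RNA was measured by TR-FRET using terbium anti-His antibody (0.055 ng/ul final) and streptavidin-XL665 (5 nM final). Compounds were titrated 92 nM to 58 uM; 60 min at room temperature.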
a7 integrin act – activators of alpha7 integrin expression for muscular dystrophy | Potency, µM (top dose mostly 38.3 µM), without a hit: at the highest dose activation, usual class: activators | hit rate 0.064% among 350,000 | alpha7betagal myoblasts, beta-gal FDG fluorescence, 48 h;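 note: potency is the fitted concentration of half-maximal effect; 100% = response of the positive control SU9516; nearly all actives have a fitted effect of over 60% in size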
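Alpha7betagal+/- myoblasts (passage 13) were plated 16-24 hr, then exposed to compounds (1:260 dilution of DMSO stock) for 48 hours at 37C. After MPER lysis, β-galactosidase reporter activity was read as FDG fluorescence (ex 480/em 540) after 30 minutes.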
MLL CXXC-DNA inh – inhibitors of human MLL CXXC domain-DNA interaction; MLL-CXXC / FITC-HOXA9 DNA fluorescence polarization; Potency, µM (doses to about 115 µM), inactives show at the top dose activity change, negative = inhibition, most hits filed as inhibitors; hit rate 0.037% among 290,000; Q03164; AID 2662; active = well fitted inhibition curve with a large enough effect in the polarisation, with a control signal flat, not every such curve was filed as active; inconclusive = small, poorly fitted or top-dose-only effect, or effect the other way, or a change in a side signal; inactive = no such curve, though single readings can be large or run the other way; the % refers to the polarisation; note: potency is the fitted concentration of half-maximal effect
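Fluorescence polarization: 7 uM MLL-CXXC (stock) preincubated 5 min with compounds, then 50 nM fluorescein-HOX-A9 DNA (stock) added; 30 min ambient. Buffer 50 mM Tris-HCl pH 7.5, 50 mM NaCl, 1 mM DTT, 0.05% BSA.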
Numbers without * were called inactive; i = inactive; ? = inconclusive; nt = not tested or not shown; [ ] = dose if it differs, or a comment. Unless noted, calls come from the whole dose curve; as a rule, active = well fitted curve in the direction sought with a large enough effect; inconclusive = small, poorly fitted or top-dose-only effect, or another doubt; inactive = no such curve, though single readings can be large; an effect the other way counts as inactive or inconclusive.

SMILES	KCNH2 WT inh	GALK inh	ASM inhibitor	TRPV1 ag	Coupling enz	A-T KAP1 phos	KCNH2 3.1 block	MBNL1 CUG block	a7 integrin act	MLL CXXC-DNA inh
CC(=O)C1CCC2C3CC(C)C4=CC(=O)CCC4(C)C3C(=O)CC12C (stereo not drawn)	-2.7	nt	-1.2%	nt	nt	nt	0.6	nt	-17.6%	nt
Cn1c(=O)[nH]c(=O)c2c1nc(NCCCn1ccnc1)n2Cc1ccccc1	-3.3	1.9%	2.9%	0.0	0.6	15.9%	4.0	-5.0%	3.6%	0.7%
O=C(NCCNC(=O)c1cc(Cl)ccc1Cl)c1ccco1	2.6	9.6%	0.7%	-1.8	1.4	2.6%	-18.0	-3.5%	15.1%	-1.4%
C[C@]12c3[nH]c4ccccc4c3CCN1C(=O)C(CC(=O)NCC13CC4CC(CC(C4)C1)C3)C[C@@H]2C(=O)N1CCCCC1 (stereo partly drawn)	-2.2	nt	-13.5%	nt	nt	2.0%	-8.1	nt	-40.7%	nt
COc1ccc(-c2nnn(Cc3nc(N)nc(N4CCCCC4)n3)n2)cc1	14.7	2.5%	-13.4%	-7.4	-7.3	8.6%	-18.1	-4.5%	-1.8%	-3.0%
Cc1onc(-c2ccccc2)c1C(=O)Nc1nc2c(s1)CCCC2	-7.9	2.6%	-1.9%	-1.1	8.1	-2.0%	-16.8	5.8%	-10.7%	-11.5%
c1ccc2c(CSc3ncnc4nc[nH]c34)cccc2c1	6.0	0.2%	-5.4%	9.5	1.8	1.9%[11.5 µM]	10.3	9.9%	-0.1%	-1.6%
Cc1cc2c(c(=O)n1C)C(C(C)C)C(C#N)=C(N)O2 (stereo not drawn)	10.2	0.5%	4.9%	13.7	1.6	-0.3%	18.2	-3.9%	25.3%	0.2%
CC(=O)c1ccc(C(=O)Nc2ccc3c(c2)C(=O)NC3=O)cc1	-3.9	nt	7.0%	9.4	-0.2	-1.3%	-3.2	40.5%[activator]	11.0%	41.1%[activator]
COc1ccc(-c2noc3c2-c2nc(-c4ccccc4)sc2CC3)cc1	-5.2	nt	-5.7%	nt	nt	nt	8.3	nt	-15.9%	nt
O=C(Cn1ccc(C(F)(F)F)n1)N=Nc1c(O)[nH]c2ccccc12	-5.0	0.7%	-9.6%	3.8	-1.4	-7.1%	3.4	?	-7.7%	3.2%
Cc1nonc1C(=O)N/N=C/c1ccccc1	-8.5	13.0%	5.8%	4.7	-0.7	-1.0%	18.4	-2.2%	14.4%	-6.6%
Cc1cc(NS(=O)(=O)c2ccc(NC(=O)c3cccnc3)cc2)nc(C)n1	2.0	-3.0%	0.5%	0.9	2.1	-7.7%	2.7	0.9%	-2.5%	0.3%
COc1ccc(C(=O)OCC(=O)Nc2ccccc2)cc1[N+](=O)[O-]	-2.8	-0.1%	-4.8%	13.3	2.2	4.2%	2.5	?	-19.3%	8.8%
COc1ccc(S(=O)(=O)NCc2ccco2)cc1NC(=O)c1ccccc1	2.1	2.6%	-2.3%	-0.6	4.4	-2.9%	35.3	-7.5%	-15.4%	-10.4%
COc1ccc(NC(=O)c2cccnc2SC)cc1OC	1.5	2.8%	-1.3%	-4.2	-0.9	-1.6%	3.1	?	0.0%	-4.7%
CCn1cnnc1SCC(=O)c1c(N)n(C2CC2)c(=O)[nH]c1=O	0.4	nt	4.2%	2.4	nt	11.0%	21.0	nt	21.7%	nt
COc1ccc(NC(=O)c2ccc(-c3ccc([N+](=O)[O-])cc3)o2)cc1OC	-5.4	-0.1%	-14.3%	0.3	-0.7	0.2%	-47.4	?	-6.2%	-3.3%
CCOc1ccc(OCC)c(NC(=O)CN(c2ccc(C)cc2)S(=O)(=O)c2c(C)noc2C)c1	-7.2	2.9%	?	-1.7	-5.4	nt	-2.2	12.8%	15.5%	15.0%
COc1ccc2c(CC(=O)Nc3ccccc3N3CCOCC3)coc2c1	3.7	nt	-3.7%	14.8	-0.3	1.8%	1.1	3.3%	3.7%	0.5%
CC(=O)c1c(C)[nH]c(C(=O)CSc2nnc(-c3ccco3)o2)c1C	-15.8	0.6%	-4.7%	2.7	-2.6	-2.2%	-3.9	81.6%[activator]	-15.7%	-1.2%
O=C(NC1CCN(Cc2ccccc2)CC1)c1cccc(S(=O)(=O)Nc2cc(C(F)(F)F)ccc2Cl)c1	-19.3	0.4%	-1.0%	1.7	13.0	-3.8%	?	?	9.9%	11.7%
O=C(COC(=O)c1ccccc1Nc1ccc(SC(F)F)cc1)NC1CC1	i	-3.5%	0.9%	?	-1.7	1.8%	-7.5	nt	-4.2%	-1.5%
Cc1ccc(C(=O)N/C(=C/c2ccco2)C(=O)NCCCn2ccnc2)cc1	?	0.5%	5.7%	-1.6	2.5	nt	-92.6*	14.3%	-9.1%	-10.0%

Taken from above.
`CCn1cnnc1SCC(=O)c1c(N)n(C2CC2)c(=O)[nH]c1=O` in KCNH2 WT inh shows 0.4
`COc1ccc2c(CC(=O)Nc3ccccc3N3CCOCC3)coc2c1` in A-T KAP1 phos shows 1.8%

In the list so far, these have a CF3 group:
SMILES	KCNH2 WT inh	GALK inh	ASM inhibitor	TRPV1 ag	Coupling enz	A-T KAP1 phos	KCNH2 3.1 block	MBNL1 CUG block	a7 integrin act	MLL CXXC-DNA inh
O=C(Cn1ccc(C(F)(F)F)n1)N=Nc1c(O)[nH]c2ccccc12	-5.0	0.7%	-9.6%	3.8	-1.4	-7.1%	3.4	?	-7.7%	3.2%
O=C(NC1CCN(Cc2ccccc2)CC1)c1cccc(S(=O)(=O)Nc2cc(C(F)(F)F)ccc2Cl)c1	-19.3	0.4%	-1.0%	1.7	13.0	-3.8%	?	?	9.9%	11.7%

(more compounds)
SMILES	KCNH2 WT inh	GALK inh	ASM inhibitor	TRPV1 ag	Coupling enz	A-T KAP1 phos	KCNH2 3.1 block	MBNL1 CUG block	a7 integrin act	MLL CXXC-DNA inh
O=C(O)CSc1nnc(Cn2nnc3ccccc32)n1CCc1ccccc1	-9.9	3.7%	5.2%	12.0	7.7	-3.6%	-4.5	-5.4%	20.3%	-4.0%
Cn1c(=O)c(C(=O)NNC(=O)c2ccccc2Br)c(O)c2ccccc21	-2.1	-1.7%	-10.0%	1.6	-3.0	-2.1%	1.3	-3.3%	-1.0%	6.3%
COC(=O)c1ccc(CSc2nnc3n(Cc4ccccc4OC)c(=O)c4ccccc4n23)o1	-5.2	2.7%	-6.1%	4.3	0.6	10.2%	-0.8	1.4%	-6.4%	1.2%
Cn1c(=O)c2c(nc(NCc3ccco3)n2C/C=C/c2ccccc2)n(C)c1=O	5.4	6.0%	-15.4%	-1.1	0.8	11.5%	7.5	-4.6%	0.0%	0.2%
CC1(C)Cc2nc3oc4c(=O)n(CC(=O)Nc5cccc(Cl)c5)cnc4c3cc2CO1	-0.7	-1.2%	2.9%	2.5	2.5	98.2%	-6.5	-13.6%	0.0%	2.0%
CCC1=C(c2ccc(C)cc2)S(=O)(=O)N=C1N1CCC(C(=O)NCCCN2CCCCC2)CC1	3.4	-1.2%	-1.1%	-1.4	1.8	-2.5%	-1.0	6.2%	-22.4%	22.2%
CCc1ccccc1NC(=O)C(Cc1ccccc1)c1nn[nH]n1 (stereo not drawn)	-5.4	4.0%	4.0%	0.6	4.3	11.8%	1.0	-3.1%	3.0%	-7.8%
COc1ccc(CC2(CO)CCN(Cc3ccc(NC(C)=O)cc3)CC2)cc1	-1.8	0.5%	-3.2%	-3.8	1.2	2.3%	-22.9	4.8%	16.2%	-1.2%
CCCCCN(C(=O)CCC(=O)OCC(=O)NCc1cccc(OC)c1)c1c(N)n(CCCC)c(=O)[nH]c1=O	-4.4	-3.1%	1.0%	0.8	nt	26.9%	9.6	-3.4%	1.3%	-7.6%
NC(=O)CSc1nc2ccccc2c(=O)n1CCc1ccccc1	-36.7	-2.8%	4.1%	?	-2.7	0.8%	2.0	-2.2%	17.3%	0.2%
Cc1onc(-c2ccccc2)c1C(=O)Nc1ccc2c(c1)OCCO2	-3.5	10.6%	-0.3%	-1.7	6.7	10.7%	6.9	-2.0%	-8.8%	-0.2%
O=C(CC(c1ccccc1)c1ccccc1)Nc1ccc(Cl)cn1	1.8	-0.2%	-1.8%	?	1.4	6.1%	15.8	0.3%	-5.6%	2.2%
Cc1ccc(C(=O)Nc2cccc(C(=O)NCc3ccccc3)c2)o1	-1.0	4.7%	-1.6%	6.1	1.2	1.0%	-4.3	6.2%	-13.5%	-1.9%
CCSc1nnc(NC(=O)C2CC(=O)N(Cc3ccccc3)C2)s1 (stereo not drawn)	-0.9	0.9%	0.5%	4.3	-1.4	3.1%	3.2	nt	-6.2%	17.1%
COc1ccc(N2C(=O)/C(=C\c3ccco3)N=C2SCC(=O)NC(C)(C)C)cc1Cl	-4.5	-2.6%	-2.6%	9.9	-1.9	-10.6%	3.3	?	13.5%	3.7%
